Screens from PubChem BioAssay.
Platelet DG rel = inhibitors of platelet dense granule secretion, primary screen, cell-based, MLPCN, human platelets; inhibition, %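 (compounds screened at 7.5 µM in platelet-rich plasma)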; human platelet-rich plasma, SFLLRN dense granule ATP release, luminescence; hit rate 0.22% among 300,000; AID 1663, 2009;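 active = mean replicate score, as percent of positive control, at or above 50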
GSK3A inh = blockers of GSK3A enzyme activity – biochemical, luminescence, cell-free homogeneous, HTS, primary screen | hit rate 0.1% among 320,000 | inhibition, % at 10 µM | GSK-3 alpha kinase, ADP-Glo luminescence, 60 min | AID 2650, 2010 | Glycogen synthase kinase-3 alpha (Homo sapiens), P49840;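 in the data active = inhibition above about 50%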;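 also: GST-tagged GSK-3 alpha with peptide substrate and 25 µM ATP; 0% = DMSO neutral wells and 100% = GW8510 positive control wells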
Target sequence (P49840 whole entry, looked up): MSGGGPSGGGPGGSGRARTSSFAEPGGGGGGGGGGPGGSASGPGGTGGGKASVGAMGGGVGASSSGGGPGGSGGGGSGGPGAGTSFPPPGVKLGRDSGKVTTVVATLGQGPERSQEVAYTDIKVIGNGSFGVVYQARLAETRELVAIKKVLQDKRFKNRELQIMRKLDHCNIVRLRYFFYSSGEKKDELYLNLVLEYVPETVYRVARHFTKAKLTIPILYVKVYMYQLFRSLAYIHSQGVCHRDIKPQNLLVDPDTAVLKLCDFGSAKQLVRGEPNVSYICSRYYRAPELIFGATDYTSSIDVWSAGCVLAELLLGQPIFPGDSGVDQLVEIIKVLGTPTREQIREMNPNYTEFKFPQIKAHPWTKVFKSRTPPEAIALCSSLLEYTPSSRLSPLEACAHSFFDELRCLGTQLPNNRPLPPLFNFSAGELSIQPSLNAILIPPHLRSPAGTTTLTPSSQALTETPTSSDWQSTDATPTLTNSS
aSyn 5UTR inh = MLPCN primary screen, SNCA 5' untranslated region. hit rate 0.82% among 300,000. alpha-synuclein 5'UTR reporter, inhibitor activity. inhibition, % (tested at 7.5 µM). AID 1813, 2009; in the data active = inhibition above about 60%;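 also: H4 neuroglioblastoma cells stably carrying SNCA 5'UTR luciferase fusion; 0% = DMSO wells and 100% = positive control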
DYRK1A inh = rat Dyrk1A kinase inhibitors, primary screen, biochemical, single point, plate reader; Dual specificity tyrosine-phosphorylation-regulated kinase 1A (Rattus norvegicus), Q63470; ADP-Glo luminescence, NFATc1 peptide; inhibition, % at 12.5 µM; hit rate 0.43% among 310,000; in the data active = inhibition above about 50%;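 also: plate controls were vehicle with enzyme for no effect and no enzyme for full effect; many of its hits are not listed in these tables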
GSK3B inh = human GSK3beta kinase inhibitors, primary screen, biochemical, cell-free homogeneous, HTS; GST-GSK3beta kinase, ADP-Glo luminescence, 60 min; hits give low values; hit rate 0.038% among 300,000; activity score (negative = inhibition), % at 10 µM;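 active = more than half of replicate wells score below -50%, meaning over 50% inhibition versus plate controls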;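 also: 0% = median DMSO wells and -100% = median GW8510 positive control wells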
Target sequence (P49841 whole entry, looked up): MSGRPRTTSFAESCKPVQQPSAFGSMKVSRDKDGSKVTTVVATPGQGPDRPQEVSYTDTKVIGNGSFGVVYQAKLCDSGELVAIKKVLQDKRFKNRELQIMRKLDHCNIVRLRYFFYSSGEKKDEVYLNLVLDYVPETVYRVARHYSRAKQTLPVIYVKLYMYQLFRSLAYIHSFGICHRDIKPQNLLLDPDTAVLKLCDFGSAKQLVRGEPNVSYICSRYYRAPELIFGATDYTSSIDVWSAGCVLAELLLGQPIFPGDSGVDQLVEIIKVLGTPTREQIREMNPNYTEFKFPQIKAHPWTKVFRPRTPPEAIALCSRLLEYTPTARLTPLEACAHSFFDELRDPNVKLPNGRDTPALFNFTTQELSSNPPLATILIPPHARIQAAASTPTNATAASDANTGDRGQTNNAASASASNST
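Assay system: GST-fused GSK3beta enzyme, cell-free / Medium: Tris pH 7.5 buffer with MgCl2, DTT, BSA, heparin / Also added: peptide substrate plus 25 µM ATP (final) / Compound: 10 µM single point / Timing: kinase reaction with compound 60 min at room temperature / Detection: ADP-Glo luminescence / Benchmarks: DMSO neutral wells and GW8510 at 20 µM as positive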
HSP90 refold inh = HSP90 inhibitors, primary screen, cell lysate, luminescence. inhibition, % at 5.6 µM. Rabbit reticulocyte lysate, luciferase refolding luminescence, 3 h. hit rate 0.91% among 290,000. Heat shock protein HSP 90 (rabbit reticulocyte lysate; luciferase refolding);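 active = inhibition above the screen-wide mean plus 3 SD, computed separately per campaign, cut at about 16% in these data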;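 also: 0% = DMSO wells and 100% = 60 µM geldanamycin wells; inhibitors lower the luminescence because luciferase stays unfolded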
KLF5 inhibitor = KLF5 expression inhibitors, primary screen, DLD-1 cells, luminescence; DLD-1 KLF5 promoter-luciferase reporter; inhibition, % at 5 µM; hit rate 0.23% among 290,000; AID 1700, 2009;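 active = inhibition above a per-plate limit of that plate's mean compound inhibition plus 3 SD, cut at about 60% in these data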;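 also: 0% = DMSO wells and 100% = LY294002 at 200 µM; higher means less KLF5 promoter-driven luciferase light; inactives centre near -14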
HSF1 activator = HSF-1 activators, primary screen, NIH3T3-HGL cells, MG132 stress, luminescence, single point | NIH3T3-HGL HSF-1 luciferase reporter, 8 h; 100% = twice DMSO control signal | activation, % at 9 µM | hit rate 1.7% among 300,000 | AID 504408, 2011;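 active = mean replicate activation of at least 50% with a set share of replicates each reaching 50%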;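 also: 0% = median of the neutral control wells and 100% = twice that signal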
HSF1 inh = HSF1 inhibitors in luciferase reporter cells, primary screen, cell-based, NIH3T3, luminescence | activity change, negative = inhibition, % at 7.5 µM (by protocol) | hit rate 0.77% among 300,000 | NIH3T3-HGL HSE-luciferase, MG132-induced, luminescence 8 h; hits give low values;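 active = more than half of replicate wells show activity change below -50%, luminescence cut by over half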;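 also: luciferase reports HSF-1 transcriptional activity via heat shock element; 0% = median of DMSO wells and -100% = zero luminescence signal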
IEC-6 cytotox = cytotoxicity in IEC-6 intestinal epithelial cells, primary screen, cytotoxicity control for KLF5 inhibitor project, cell-based, luminescence; inhibition, % at 5 µM; hit rate 0.78% among 290,000; AID 1825, 2009; IEC-6 cytotoxicity, luminescence viability; in the data active = inhibition above about 22%;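 also: 0% = plate median of test compound wells and 100% = cytotoxic reference compound wells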
The depositor's hits bear a star; x = no result given. Not all compounds are listed. The share of hits here may be higher or lower than overall.

SMILES	Platelet DG rel	GSK3A inh	aSyn 5UTR inh	DYRK1A inh	GSK3B inh	HSP90 refold inh	KLF5 inhibitor	HSF1 activator	HSF1 inh	IEC-6 cytotox
CC(C)c1ccc(/C=N/NC(=O)c2nnn(-c3nonc3N)c2CN(C)C2CCCCC2)cc1	35.1	-4.2	-26.4	1.7	0.9	2.3	16.1	-13.2	0.2	2.4
O=C(NC1CCCCC1)c1cccc(COCC(F)(F)F)c1	1.7	0.2	-19.7	-1.6	-0.7	1.3	-32.9	1.3	-6.8	0.0
Cc1c(C)[n+](=O)c2c(n1[O-])C(Br)CCC2Br (stereo not drawn)	-0.3	-0.7	-11.7	2.6	-3.0	3.3	10.4	4.9	-5.5	1.6
O=c1cc(N=Nc2ccc(Cl)cc2)[nH]c(=O)[nH]1	7.4	-2.4	-19.7	-1.0	-2.0	0.0	-6.8	5.8	-1.7	8.8
COc1ccc(N(CC(=O)NC2CCCC2)C(=O)Cn2nnc(-c3ccc(F)cc3)n2)cc1OC	-4.6	-1.3	29.6	5.7	3.0	0.6	-17.8	44.3	13.6	4.9
O=C1CCCC2=C1C1(O)C(=O)c3ccccc3C1(O)O2 (stereo not drawn)	-6.2	11.3	-25.4	22.4	-5.5	-1.4	-4.7	4.7	10.5	-4.0
O=C(Nc1cccc2c1CCCC2)c1ccc(F)cc1	-4.2	-3.9	-6.6	x	1.1	x	x	-3.2	-2.3	x
CCc1ccc(C(=O)N2CCN(c3ccc(NC(=O)c4ccco4)cc3)CC2)cc1	7.9	-0.2	16.7	5.1	2.6	-3.1	-24.7	-18.1	-9.1	5.6
COc1ccc(-c2nc(CN3CCC(c4ccccc4)CC3)c(C)o2)cc1OC	-4.7	-0.1	-0.8	0.9	1.1	-0.6	7.3	-12.2	-3.5	-6.9
CCOC(=O)c1c(C)c(/C=N/Nc2ccccc2)n(C)c1C	x	x	x	-9.2	x	-0.6	-6.8	x	x	0.2
CCOC(=O)c1c(C)c(C(=O)NCCc2ccc(S(N)(=O)=O)cc2)c(C)n1CC	-3.3	0.2	-1.3	0.6	3.5	-0.2	-16.8	-17.1	-5.2	-0.8
COc1ccc(NC(=O)CCCn2c(=O)c3sccc3n(Cc3ccccc3C)c2=O)cc1	-7.0	-2.2	23.1	5.6	4.5	-3.6	-36.1	16.8	-3.9	-0.6
COc1cccc(C(NC(=O)c2ccccc2F)NC(=O)c2ccccc2F)c1	-0.8	-1.4	-8.6	0.0	-2.6	-2.4	4.1	5.5	-1.0	3.8
O=c1nc(N2CCCCCC2)nc(N2CCCCCC2)[nH]1	9.8	-1.0	15.5	20.7	-2.2	1.6	-2.7	21.8	0.1	-1.3
CNC(=O)c1cc(S(=O)(=O)Nc2ccc(C)cc2C)ccc1C	-4.7	-0.7	-3.5	2.3	-1.5	1.3	2.2	-14.1	-5.7	1.5
CC(C)CN1CCN=C1Nc1ccccc1	-7.1	-2.0	12.9	-3.7	0.9	-1.9	-9.9	-5.5	-7.2	4.2
CS(=O)(=O)Oc1ccc2c(c1)O/C(=C\c1cccnc1)C2=O	8.8	4.0	-13.8	8.2	1.3	1.9	2.2	2.5	3.9	3.9
CCCCN(C(=O)C1CCC1)c1c(N)n(CCC)c(=O)[nH]c1=O	7.4	4.1	-3.5	7.5	1.7	x	x	5.7	-0.8	x
CCSc1nc2c(c(=O)[nH]1)C(c1cccnc1)C(C(=O)OC)=C(C)N2 (stereo not drawn)	x	6.0	x	-4.4	2.0	2.3	-26.2	x	x	1.9
Cc1cc(OCn2ccc(C(=O)O)n2)ccc1Cl	5.6	x	2.3	4.1	4.2	-0.8	-10.8	-10.2	-7.5	2.7
CCCCC(=O)Nc1ccc(NC(=O)CCCC)nc1	-4.3	-1.6	-20.8	-4.7	1.8	-1.1	-25.5	0.2	-1.7	5.4
COCC(C)NC(=O)c1cc(-c2cccc(OC)c2)on1 (stereo not drawn)	6.8	-0.3	-132.9	3.0	1.4	1.7	-41.4	17.4	9.7	-12.4
CCOc1ccc(N(C)S(=O)(=O)c2c[nH]c(C(=O)OC)c2)cc1	3.1	-3.8	0.9	-3.8	0.0	-1.8	-26.4	-2.4	-3.5	0.6
CC1(C)OC(=O)C(=C2CCCN2)C(=O)O1	0.7	x	8.8	3.6	1.8	3.1	-12.6	10.3	-7.5	2.2
COc1ccc(CCNC(=O)C(=O)NCC2OCCN2C(=O)c2ccc(Cl)cc2)cc1 (stereo not drawn)	-12.0	0.8	30.4	0.0	0.9	2.8	-17.5	2.0	5.8	-2.4
CCOC(=O)C1CCN(S(=O)(=O)c2ccc(OC)c(OC)c2)CC1	-2.3	-3.5	7.3	1.2	0.9	0.9	-0.5	-5.4	-11.3	-0.6
CN(CC(=O)Nc1cccc(F)c1)C(=O)CCNC(=O)c1ccco1	2.8	-0.3	-1.4	3.9	2.7	x	x	-0.4	-5.0	x
CN1CCC(NC(=O)CCc2ccccc2)CC1	8.5	-3.6	0.4	4.2	-2.0	-4.7	-16.3	-10.4	-2.1	-2.8
CCOC(=O)C1CCN(C(=O)c2cc3cc4cc(OC)ccc4nc3o2)CC1	2.3	-0.6	-71.1	4.1	4.3	-5.5	-107.2	5.2	12.7	6.9
Cc1nc(C)c(C(=O)C2=C(O)C(=O)N(CCN(C)C)C2c2ccco2)s1 (stereo not drawn)	4.9	1.4	1.6	2.7	-4.1	-2.7	-19.2	-6.3	-1.9	-9.9
COCCN(C(=O)COC(=O)Cc1ccc(Cl)cc1Cl)c1c(N)n(Cc2ccccc2)c(=O)[nH]c1=O	0.7	0.6	11.7	-2.8	1.9	x	x	-13.8	4.5	x
O=S(=O)(NCCn1cccc1)c1ccc2ccccc2c1	3.5	2.1	2.6	-3.0	-2.3	4.0	-13.5	4.4	0.1	-1.1
Cc1nc2ncnn2c(C)c1Cc1ccc(Cl)cc1F	-14.9	-2.6	-20.1	0.1	1.6	5.2	-3.9	1.7	-5.8	7.0
COc1ccc(CCNC(=O)COc2ccc(S(=O)(=O)N3CCOCC3)cc2)cc1	11.7	1.7	19.1	-3.2	0.0	0.3	0.8	-6.6	-6.2	4.2
CNc1ccccc1C(=O)OCC(=O)c1ccccc1	-0.2	0.9	-70.9	2.4	0.7	2.9	-47.6	-2.3	12.0	2.0
CC(=O)N(C)c1nnc(-c2ccccn2)s1	-0.9	-1.3	-70.6	-4.4	-2.6	-3.9	-40.4	-9.8	-2.8	-2.7
CC(NC(=O)C(C)N1C(=O)C2C3CC(C(Br)C3Br)C2C1=O)c1ccccc1 (stereo not drawn)	-2.9	-2.1	-4.4	-5.1	-8.5	1.4	-7.2	28.4	-0.1	-3.0
CCN1CCN(C(=O)CS(=O)(=O)Cc2nc(-c3cccc(OC)c3)oc2C)CC1	-4.9	-1.5	6.3	-2.1	17.1	6.5	-15.2	-20.9	-6.9	4.7
O=C(N/N=C/c1ccc(N2CCOCC2)c([N+](=O)[O-])c1)c1ccc(F)cc1	-4.3	-0.4	-30.8	0.0	1.8	3.1	-22.7	5.1	-9.2	2.7
CC1=CC(=O)O[C@@H]1[C@@]1(C)C[C@H]2OC(=O)C[C@H]3[C@@H](C)C(=O)C(O)=C1[C@@]23CO	-0.7	-3.0	13.5	-4.7	-4.1	x	x	-1.2	-0.5	x
COc1ccccc1CNC(=O)CNC(=O)[C@@H]1Cc2ccccc2CN1	-5.4	-3.4	-1.3	0.9	1.5	-1.2	0.7	-8.9	-8.8	-9.3
c1ccc(-c2noc(CN3CCCC(OCc4ccccn4)C3)n2)cc1 (stereo not drawn)	9.0	-4.3	0.5	-7.2	4.0	1.8	-24.9	-3.8	-8.1	-5.9
Cc1nc(=O)c(-c2ccccc2)c(C)n1CCO	-3.6	-1.3	9.1	-6.5	0.8	0.5	-4.8	-5.9	-10.3	1.7
COc1ccc(-c2nnc(SCc3ncc(-c4ccccc4)o3)o2)cc1	0.4	0.2	-21.5	-1.6	-0.2	1.1	-48.0	4.6	-9.6	0.4
C/C(=N\Nc1nc(Nc2ccccc2)nc(N2CCOCC2)n1)c1cccs1	5.5	-11.4	-26.0	1.2	-0.1	4.6	1.5	0.0	1.9	15.3
CC(C)(C)c1ccc(S(=O)(=O)N2CCN(c3ccccn3)CC2)cc1	7.3	0.6	37.2	3.2	0.7	-2.9	-27.4	-6.9	3.1	6.8
COc1ccc(-c2nc3c(c4nnc(SC(C)C(=O)Nc5ccccc5)n24)COC(C)(C)C3)cc1 (stereo not drawn)	-10.9	-0.5	39.9	-5.6	-1.6	-2.9	-5.2	9.3	-9.0	1.5
CCOC(=O)CSc1nnc(CNC(=O)c2ccc(OC)cc2OC)n1C	-3.9	1.0	-4.7	-6.0	-6.8	1.1	-23.7	-4.4	-3.8	-0.3
Cc1ccccc1C(=O)c1c[nH]c(C(=O)NCCc2ccccn2)c1	2.2	2.1	8.1	1.0	2.0	4.6	-8.8	-5.9	-6.5	3.0
COc1ccc(C(C(=O)NC(C)(C)C)N(Cc2ccc(F)cc2)C(=O)CCC(=O)Nc2cc(C)on2)cc1 (stereo not drawn)	2.9	-1.1	4.0	-5.9	5.1	-0.8	5.5	3.6	1.3	0.7
Cc1ccc2cccc(OCCOCCOc3ccccc3Br)c2n1	6.7	0.2	-13.8	2.6	-0.1	-1.8	-45.4	10.3	0.9	-1.8
COc1ccc2oc(=O)c(/C(N)=N/NC(=O)c3ccncc3)cc2c1	-0.3	1.3	9.6	6.9	-3.7	4.1	-6.2	14.7	-0.8	7.6
CCCCOc1ccc(CN(CCO)CCO)cc1[N+](=O)[O-]	-0.1	-2.3	-56.5	13.3	-1.5	-0.9	-32.4	19.1	7.7	-1.0
CCN1CCN(C(=O)c2ccc(Cl)c(S(=O)(=O)N3CCCCC3)c2)CC1	41.6	-1.0	15.0	0.4	1.3	0.5	-13.3	-12.9	-6.3	2.7
CCc1noc(C)c1C(=O)NCCc1ccc(Cl)cc1	-5.3	-2.4	2.9	x	0.7	x	x	0.9	1.3	x
Cc1cc(C(=O)N2CCN(Cc3ccc4c(c3)OCO4)CC2)cs1	-5.5	-0.3	9.7	3.1	-1.0	5.2	-27.2	12.6	-3.7	3.9
